Screens deposited in PubChem by several laboratories.
Hsp70 act: switches on Hsp70 transcription | HeLa Hsp70 promoter luciferase reporter, luminescence; scaled: vehicle 0, proteasome-inhibitor control 100% | activation, % at 10 µM | 200,000 compounds, 0.04% hits;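 active = activation above the mean across all tested compounds plus 3 SD, cutoff set per campaign, cut at about 5.5% in these data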;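 also: 100% = MG132 at 30 µM as the positive control and 0% = DMSO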
STAT1 act: increases IFN-gamma driven STAT1 reporter signal; NIH 3T3 STAT1-luciferase reporter, luminescence; 100% = IFN-gamma alone, no compound; activation (% of control), % at 5.5 µM; 200,000 compounds, 2.6% hits;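 active = activation above the screen-wide mean activation plus 3 SD, cut at about 130% in these data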;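 also: raw ratio to IFN-gamma control signal so 100% means no change and 0% no light; values of inactives mirror those of a sister screen read the other way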
STAT1 inh: STAT1 signaling inhibition | NIH 3T3 STAT1-luciferase reporter, IFN-gamma, luminescence | inhibition, % at 5.5 µM | 200,000 compounds, 0.35% hits;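 active = inhibition above a set limit, the mean inhibition across all tested compounds plus 3 SD, cut at about 34% in these data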;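 also: 0% = IFN-gamma with DMSO and 100% = IFN-gamma with 300 µM nifuroxazide; values of inactives mirror those of a sister screen read the other way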
G6PDH CS: L. mesenteroides G6PDH inhibition counter-screen; 200,000 compounds, 0.12% hits; Purified L. mesenteroides G6PDH, diaphorase/resazurin coupled fluorescence, 45 min; inhibition, % at 5 µM; in the data active = inhibition above about 50%
Diaph act CS: activates diaphorase or chemically reduces, flagging diaphorase assay artifacts | Diaphorase/resazurin coupled assay, resorufin fluorescence, 16 min; active compounds read high; 1 = vehicle wells, 0 = NADH-free wells | activation factor at 20 µM | 190,000 compounds, 0.005% hits | AID 1229;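 active = diaphorase activity raised at least twofold by the compound at 20 µM; inactive = activation factor below 2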
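Material: Clostridium kluyveri diaphorase, purified enzyme; Quantity: enzyme 0.07 U/mL final; Medium: HEPES pH 7.4 buffer with MgCl2 and Tween 20; Dosing: single compound dose of 20 µM, 1% DMSO final; Schedule: 16 min reaction at room temperature; Measured by: red resorufin fluorescence at 544/590 nm excitation/emission.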
STAT3 activator: activators of IL-6 induced STAT3 signaling; U3A cells, IL-6 STAT3-luciferase reporter, luminescence; 100% = signal with IL-6 EC80 alone; activation (% of control), % at 5.6 µM; 190,000 compounds, 0.91% hits;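 active = activation above the screen-wide mean of compound activation plus 3 SD, cut at about 130% in these data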;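 also: 0% = background luminescence of wells with medium and substrate only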
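Assay system – human STAT1-deficient U3A cells with stable STAT3-luciferase reporter · Also added – IL-6 (33 ng/mL) · Schedule – compound 1 h, then IL-6 6 h at 37 °C · Technique – reporter luminescence signal · Evaluation – % activation versus median of IL-6-stimulated wells · Benchmarks – IL-6-only wells as 100% reference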
APP transl inh: APP translation inhibition; SH-SY5Y APP 5'UTR-luciferase reporter, luminescence; inhibition, % at 2 µM; 190,000 compounds, 0.82% hits;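 active = inhibition above a set limit, derived from the sample mean plus 3 SD, cut at about 45% in these data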; also: values of inactives mirror those of a sister screen read the other way
TLR4 MyD88 comp: TLR4-MyD88 interaction inhibition in cells | 200,000 compounds, 0.18% hits | O00206+Q99836 | HeLa CL3-4 TLR4/MyD88 BLA complementation, FRET ratio | inhibition, % at 8.4 µM; in the data active = inhibition above about 25%;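 also: 0% = vehicle and 100% = reference inhibitor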
Target sequence (O00206 whole entry, looked up): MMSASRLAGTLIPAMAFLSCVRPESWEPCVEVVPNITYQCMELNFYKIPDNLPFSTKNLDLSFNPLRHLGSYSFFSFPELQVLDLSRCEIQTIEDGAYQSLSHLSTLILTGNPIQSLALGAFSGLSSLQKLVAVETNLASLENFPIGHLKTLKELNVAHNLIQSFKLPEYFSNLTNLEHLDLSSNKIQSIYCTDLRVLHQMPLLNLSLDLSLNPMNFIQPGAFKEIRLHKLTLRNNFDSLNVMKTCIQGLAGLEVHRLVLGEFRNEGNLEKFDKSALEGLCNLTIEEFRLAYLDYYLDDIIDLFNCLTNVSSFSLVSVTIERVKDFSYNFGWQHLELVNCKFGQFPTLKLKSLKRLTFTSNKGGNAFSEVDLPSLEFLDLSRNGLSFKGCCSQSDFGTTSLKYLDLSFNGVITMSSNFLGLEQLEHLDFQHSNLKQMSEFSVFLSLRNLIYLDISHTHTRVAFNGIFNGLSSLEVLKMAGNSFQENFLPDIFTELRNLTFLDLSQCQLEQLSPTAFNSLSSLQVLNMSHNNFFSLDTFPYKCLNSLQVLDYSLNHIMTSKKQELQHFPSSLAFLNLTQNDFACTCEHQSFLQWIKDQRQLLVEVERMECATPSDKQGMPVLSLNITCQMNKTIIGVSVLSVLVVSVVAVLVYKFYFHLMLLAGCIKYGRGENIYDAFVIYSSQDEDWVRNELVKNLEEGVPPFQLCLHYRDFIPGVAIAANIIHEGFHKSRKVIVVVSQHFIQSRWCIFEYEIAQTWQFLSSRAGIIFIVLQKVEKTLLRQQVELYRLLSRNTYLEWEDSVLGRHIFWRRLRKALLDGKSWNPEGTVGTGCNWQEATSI
Target sequence (Q99836 whole entry, looked up): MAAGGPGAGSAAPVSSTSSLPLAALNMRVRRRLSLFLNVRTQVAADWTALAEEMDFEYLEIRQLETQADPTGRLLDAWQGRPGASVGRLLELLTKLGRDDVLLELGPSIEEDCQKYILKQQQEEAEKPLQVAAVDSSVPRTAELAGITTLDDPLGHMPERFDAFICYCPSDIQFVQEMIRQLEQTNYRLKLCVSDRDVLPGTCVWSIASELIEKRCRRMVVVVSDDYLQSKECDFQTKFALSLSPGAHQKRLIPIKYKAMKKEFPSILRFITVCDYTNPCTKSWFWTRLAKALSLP
STAT3 inh: inhibitors of IL-6 induced STAT3 signaling; inhibition, % at 5.5 µM; U3A cells, IL-6 STAT3-luciferase reporter, luminescence; host cell line lacks STAT1; 190,000 compounds, 0.89% hits; AID 862;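 active = inhibition above the mean inhibition across all screened compounds plus 3 SD, cut at about 44% in these data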;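 also: 0% = DMSO only wells and 100% = 100 µM nifuroxazide control wells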
Diaphorase inh: counter-screen for diaphorase-based assays: diaphorase inhibitors and chemical oxidizers; diaphorase resazurin-to-resorufin fluorescence, NADH, 16 min; bacterial (C. kluyveri) enzyme, not human; inhibition, % at 20 µM; 190,000 compounds, 0.69% hits; AID 1217;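 active = primary screen inhibition at 20 µM above a set limit, cut at about 50% in these data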;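 also: plate controls were DMSO with full reaction for no effect and wells lacking NADH for full effect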
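Assay system: diaphorase enzyme from Clostridium kluyveri. Quantity: enzyme working solution with 0.14 U/mL diaphorase. Schedule: reaction incubation of 16 min at room temperature. Technique: resorufin fluorescence, excitation 544 nm, emission 590 nm. Controls: No-NADH positive control and DMSO neutral control.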
Starred values were filed as active, the others as inactive. Compounds as they come, and some 6.1% of all compounds hit somewhere here.

SMILES	Hsp70 act	STAT1 act	STAT1 inh	G6PDH CS	Diaph act CS	STAT3 activator	APP transl inh	TLR4 MyD88 comp	STAT3 inh	Diaphorase inh
Fc1ccc2c(c1)C(c1ccncc1)=NNC(c1ccc(Cl)cc1)=N2	0.5	102	-2	-4	0.8	92	8	-2	12	15
Cc1cc(C(=O)CSc2n[nH]c(N)n2)c(C)n1-c1ccc(F)cc1	-0.2	96	-3	4	0.9	95	-26	7	10	13
Cc1ccc(NC(=O)COC(=O)c2cc(Cl)cc(Cl)c2)c(Br)c1	-0.3	95	6	-6	1	100	6	-6	-2	4
NC(=O)CSc1nc(-c2ccccc2Cl)ns1	0.1	123	-26	-3	0.9	104	-29	4	-2	8
CC(C)CCNC(=O)c1ccc(Cl)c(N)c1	-0.2	121	-26	0	1	109	-25	-11	-6	-3
O=C(Nc1c(-c2cccs2)nc2ccccn12)c1ccc2ccccc2c1	-0.4	113	-15	-20	0.9	98	2	-8	-3	13
Cc1cc(NC(=O)c2cccc(S(=O)(=O)N3CCCC3)c2)no1	-0.3	92	7	6	0.8	89	-20	13	16	17
CCOC(=O)/C(C#N)=C/c1cc2ccccc2nc1N1CCCCC1	-0.1	101	-2	3	0.9	100	-16	4	5	14
Fc1nc(F)c(F)c(NCCCNc2c(F)c(F)nc(F)c2F)c1F	-0.3	79	21	6	0.9	103	-14	-3	-1	11
O=C(O)CCc1ccc(-c2ccc(Cl)cc2)n1CCC(=O)O	0.2	94	6	10	0.9	98	2	-11	6	9
CC1=Nc2cc(C(=O)NCCCOC(C)C)ccc2Sc2ccccc21	-0.1	110	-12	6	0.8	105	1	7	6	19
CNC(=S)NNC(=O)c1cccn(Cc2ccccc2)c1=O	-0.1	95	4	-5	1	100	5	1	2	-2
CN(C)c1ccc(/C=C2/C(=O)N(c3ccc([N+](=O)[O-])cc3)N=C2N2CCOCC2)cc1	0.0	106	-7	12	0.8	88	2	-9	15	21
O=C(O)c1cccc(NC(=O)c2cn(-c3ccccc3)nc2-c2cc3ccccc3o2)c1	-0.3	101	-1	-21	0.8	101	-7	-5	4	16
COc1ccc(/C=N/NC(=O)C2C(C=C(Cl)Cl)C2(C)C)c(OC)c1 (centres undefined)	0.4	102	-3	8	0.8	97	-17	-15	13	25
CCOC(=O)C1=C(N)OC(C)=C(C#N)C1c1ccco1 (centres undefined)	-0.1	100	0	4	0.8	99	0	3	0	17
CCOc1cc(Br)c(C=O)cc1OCC	-0.4	116	-15	14	1	122	26	5	-21	4
CC(=O)N1c2c(cc(Br)cc2S(=O)(=O)NCc2ccc3c(c2)OCO3)CC1C (centres undefined)	-0.1	95	6	0	0.9	102	4	2	4	11
O=C(CSc1ncnc2c1oc1ccccc12)NCc1ccco1	0.1	102	-2	10	0.9	115	-8	3	-13	8
Oc1ccc(Cl)cc1C=NCCc1ccccc1	0.0	107	-8	-7	0.9	96	-10	10	8	13
CCN(CC)C(=O)C1CCCN(C(=O)Nc2ccc(NC(=O)N3CCCC(C(=O)N(CC)CC)C3)cc2)C1 (centres undefined)	-0.4	100	0	1	0.8	107	1	-8	-7	16
COC1CCCCC1Nc1ccc(C)c(C)c1 (centres undefined)	-0.2	105	-5	1	0.9	109	0	0	-10	14
Nc1c(Br)cc2oc(-c3ccccc3)nc2c1Br	-0.3	112	-13	-11	1	146*	-100	-13	-62	1
N#Cc1cnn2c(C(F)(F)F)c3c(nc12)CCCC3	-0.1	98	0	4	0.9	99	-28	-19	6	8
CCOC(=O)c1cc(-c2ccco2)nn1-c1ccc(C)cc1	0.0	96	4	1	0.8	99	-9	-5	1	21

Individual results from the results shown.
CC(C)CCNC(=O)c1ccc(Cl)c(N)c1 in G6PDH CS → 0
Cc1cc(NC(=O)c2cccc(S(=O)(=O)N3CCCC3)c2)no1 in STAT3 inh → 16

Reformatted: results already given.
CC1=Nc2cc(C(=O)NCCCOC(C)C)ccc2Sc2ccccc21
  Hsp70 act = -0.1; STAT1 act = 110; STAT1 inh = -12; G6PDH CS = 6; Diaph act CS = 0.8; STAT3 activator = 105; APP transl inh = 1; TLR4 MyD88 comp = 7; STAT3 inh = 6; Diaphorase inh = 19

CC(=O)N1c2c(cc(Br)cc2S(=O)(=O)NCc2ccc3c(c2)OCO3)CC1C (centres undefined)
  Hsp70 act = -0.1; STAT1 act = 95; STAT1 inh = 6; G6PDH CS = 0; Diaph act CS = 0.9; STAT3 activator = 102; APP transl inh = 4; TLR4 MyD88 comp = 2; STAT3 inh = 4; Diaphorase inh = 11

NC(=O)CSc1nc(-c2ccccc2Cl)ns1
  Hsp70 act = 0.1; STAT1 act = 123; STAT1 inh = -26; G6PDH CS = -3; Diaph act CS = 0.9; STAT3 activator = 104; APP transl inh = -29; TLR4 MyD88 comp = 4; STAT3 inh = -2; Diaphorase inh = 8

CNC(=S)NNC(=O)c1cccn(Cc2ccccc2)c1=O
  Hsp70 act = -0.1; STAT1 act = 95; STAT1 inh = 4; G6PDH CS = -5; Diaph act CS = 1; STAT3 activator = 100; APP transl inh = 5; TLR4 MyD88 comp = 1; STAT3 inh = 2; Diaphorase inh = -2

Printed as active in STAT3 activator, of those listed so far:
smiles	Hsp70 act	STAT1 act	STAT1 inh	Diaph act CS	STAT3 activator	APP transl inh	TLR4 MyD88 comp
Nc1c(Br)cc2oc(-c3ccccc3)nc2c1Br	-0.3	112	-13	1	146*	-100	-13

(more compounds)
SMILES	Hsp70 act	STAT1 act	STAT1 inh	G6PDH CS	Diaph act CS	STAT3 activator	APP transl inh	TLR4 MyD88 comp	STAT3 inh	Diaphorase inh
O=C(O)CC(NS(=O)(=O)c1ccc(Br)cc1)c1ccco1 (centres undefined)	-0.2	103	-3	-3	0.9	97	7	-7	6	6
COCCn1cnnc1SCC(=O)Nc1ccc(Br)cc1F	-0.1	105	-6	5	1	99	-12	5	9	0
Cc1ccc(Cn2ccc(NC(=O)c3cc(-c4ccco4)on3)n2)cc1	0.0	103	-3	7	0.9	89	-8	7	13	15
Cc1ccc(S(=O)(=O)NC(=O)Nc2nnc(C3CC3)s2)cc1	-0.1	92	9	-9	0.9	99	-15	0	3	11
CC(C)Cn1c(N)c(C(=O)COC(=O)CC23CC4CC(CC(C4)C2)C3)c(=O)n(C)c1=O	-0.3	79	23	2	0.8	41	10	0	70*	22
Cc1ccc(S(=O)(=O)Cn2nnnc2C(C(C)C)N2CCSCC2)cc1 (centres undefined)	0.2	91	10	11	0.8	106	0	2	-3	16
CCC(NC(=O)c1ccc([N+](=O)[O-])cc1[N+](=O)[O-])c1ccccc1 (centres undefined)	-0.1	94	6	17	0.9	97	0	0	4	11
CCc1sc(-c2c(C#N)c(N)nc3c2CCCCCC3)cc1[N+](=O)[O-]	-0.3	99	1	7	0.9	105	-4	-6	2	6
CC1=C(C(=O)Nc2ccccc2)C(c2ccc(Cl)cc2)n2c(s/c(=C/c3cccc(OCC(=O)O)c3)c2=O)=N1 (centres undefined)	-0.1	109	-12	23	0.6	99	-6	-5	5	36
O=C(O)/C=C\C(=O)Nc1ccc(OC(F)F)cc1	-0.5	89	10	5	0.8	99	-8	-3	3	18
CCOC(=O)Oc1ccc2c(=O)c(Oc3cc(C)cc(C)c3)coc2c1	-0.1	86	16	2	1	96	3	4	10	1
OCCC1CN(Cc2cccc3c2OCO3)CCN1C1CCCCC1 (centres undefined)	-0.3	98	1	6	1	102	-6	-4	2	2
CCN(CC)CCCNc1nc2cc(OC)c(OC)cc2c2nc(-c3ccccc3)nn12	0.0	103	-3	5	1	104	3	-6	0	0
NC(=O)C1(N2CCCCC2)CCN(C(=O)c2ccc(C#CC3(O)CCCCC3)cc2)CC1	-0.2	108	-9	-2	1	104	9	-4	1	4
O=C(CCc1[nH]c2ccccc2c1Sc1ccccc1)NCCO	-0.3	98	2	20	0.9	91	0	1	12	9
CC(C)(C)NC(=O)NC(=O)COC(=O)COc1ccc2c(c1)CCC2	-0.2	100	0	2	0.9	102	-2	13	4	15
Cc1c(Cl)ccc2c(C(=O)NC(C)c3ccncc3)cc(-c3ccncc3)nc12 (centres undefined)	-0.5	95	2	14	1	114	-9	15	-12	-1
COC(=O)c1cnc2c(C(F)(F)F)cccc2c1OC	-0.2	105	-5	5	0.9	94	3	-7	10	12
COc1ccc(-c2nnc(SCC(=O)Nc3ccccc3OC)o2)cc1	0.1	101	-1	7	0.7	113	-117	-11	-12	26
O=[N+]([O-])c1cc(S(=O)(=O)N2CCCC2)ccc1O	-0.1	103	-3	3	0.8	100	-9	-12	5	18
COc1cc(CNCCO)cc(Br)c1OCc1cccs1	-0.3	94	7	0	1	93	-3	-1	18	1
CN(CCO)C(=O)CCC(=O)Nc1ccc(S(N)(=O)=O)cc1	0.4	97	3	4	0.9	104	4	8	0	6
COc1ccc(/C=C2\CCOC2=O)cc1	-0.1	102	-2	1	0.9	109	-11	8	-10	8
CC1(C)CC(=O)N(CC(=O)O)c2ccccc2S1	-0.2	103	-3	-1	1	100	2	-5	2	2
CN1CCc2c(sc3c2C(=O)NC(c2ccccc2)N3)C1 (centres undefined)	0.2	106	-7	-3	1	100	3	3	8	4
O=C(Nc1ccccn1)c1ccc(NC(=O)c2ccco2)cc1	0.1	129*	-34	1	0.9	97	-159	3	8	12

A run of entries from further up, for reference:
SMILES	Hsp70 act	STAT1 act	STAT1 inh	G6PDH CS	Diaph act CS	STAT3 activator	APP transl inh	TLR4 MyD88 comp	STAT3 inh	Diaphorase inh
Fc1ccc2c(c1)C(c1ccncc1)=NNC(c1ccc(Cl)cc1)=N2	0.5	102	-2	-4	0.8	92	8	-2	12	15
Cc1cc(C(=O)CSc2n[nH]c(N)n2)c(C)n1-c1ccc(F)cc1	-0.2	96	-3	4	0.9	95	-26	7	10	13
Cc1ccc(NC(=O)COC(=O)c2cc(Cl)cc(Cl)c2)c(Br)c1	-0.3	95	6	-6	1	100	6	-6	-2	4
